Screening data: PubChem, The Scripps Research Institute Molecular Screening Center
EBNA-1 inhibitor = blocks EBNA-1 binding to DNA; EBNA-1 DNA binding, fluorescence polarization; inhibition, % at 14.8 µM; 300,000 tested, 0.34% active; in the data active = inhibition above about 28%
pPAFAH FP inh = pPAFAH (human) enzyme inhibition; Q13093; recombinant pPAFAH, FP-rhodamine probe fluorescence polarization; inhibition, % at 3.39 µM; 330,000 tested, 1.5% active; AID 463082;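 active = inhibition above the mean inhibition across the screen plus 3 SD, cut at about 25% in these data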;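 also: inhibitors block binding of the rhodamine activity-based probe so polarization drops; 0% = enzyme with DMSO and 100% = wells lacking pPAFAH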
LYPLA2 inh = blocks human lysophospholipase 2, a PME1 counter-screen. O95372. recombinant LYPLA2, FP-Rh probe fluorescence polarization. inhibition, % at 5.9 µM. 320,000 tested, 0.38% active;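 active = inhibition above the screen-wide mean plus 3 SD, limit set per campaign, cut at about 26% in these data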;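 also: 0% = LYPLA2 with DMSO and 100% = wells lacking LYPLA2 enzyme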
PAFAH1B2 FP inh = PAFAH1B2 (human) inhibition; AID 492953; 340,000 tested, 1.2% active; recombinant PAFAH1B2, FP-rhodamine activity probe, fluorescence polarization; inhibition, % at 3.39 µM; P68402;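 active = inhibition above the mean of all tested compounds plus 3 SD, cut at about 24% in these data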;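 also: 0% = enzyme with DMSO and 100% = wells lacking PAFAH1B2; many of its hits are not listed in these tables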
PREPL inhibitor = human PREPL enzyme inhibition. Q4J6C6. 320,000 tested, 0.68% active. recombinant PREPL, fluorescence polarization activity-based probe. inhibition, % at 5.96 µM; in the data active = inhibition above about 43%;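 also: 0% = enzyme with DMSO and 100% = wells lacking enzyme; many of its hits are not listed in these tables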
Target sequence (Q4J6C6 whole entry, looked up): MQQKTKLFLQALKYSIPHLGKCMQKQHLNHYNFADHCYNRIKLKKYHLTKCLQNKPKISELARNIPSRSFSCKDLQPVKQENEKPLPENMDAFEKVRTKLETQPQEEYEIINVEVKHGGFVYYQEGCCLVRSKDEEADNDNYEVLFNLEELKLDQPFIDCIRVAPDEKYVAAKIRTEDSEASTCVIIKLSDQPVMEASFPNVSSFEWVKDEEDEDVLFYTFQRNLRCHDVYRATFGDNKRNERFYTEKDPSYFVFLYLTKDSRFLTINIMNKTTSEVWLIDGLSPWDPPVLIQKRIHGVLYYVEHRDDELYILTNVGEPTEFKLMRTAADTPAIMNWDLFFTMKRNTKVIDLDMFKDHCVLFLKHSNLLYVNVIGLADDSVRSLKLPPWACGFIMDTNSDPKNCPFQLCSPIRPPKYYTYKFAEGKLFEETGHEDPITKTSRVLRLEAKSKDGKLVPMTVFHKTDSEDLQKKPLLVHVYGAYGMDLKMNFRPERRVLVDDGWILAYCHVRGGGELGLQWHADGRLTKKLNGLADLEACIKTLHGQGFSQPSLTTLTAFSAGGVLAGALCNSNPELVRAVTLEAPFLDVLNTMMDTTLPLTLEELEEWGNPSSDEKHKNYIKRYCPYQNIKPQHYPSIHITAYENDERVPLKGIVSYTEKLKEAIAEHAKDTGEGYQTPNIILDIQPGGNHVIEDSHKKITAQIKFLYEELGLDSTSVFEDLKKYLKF
LYPLA1 inh = blocks human lysophospholipase 1, a PME1 counter-screen. O75608. AID 2174. 320,000 tested, 0.16% active. recombinant LYPLA1, FP-Rh probe fluorescence polarization. inhibition, % at 5.9 µM;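 active = inhibition above the mean of all tested compounds plus 3 SD, set per campaign, cut at about 14% in these data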;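 also: inhibitors block serine hydrolase probe labeling of LYPLA1 so polarization falls; 0% = enzyme with DMSO and 100% = wells lacking LYPLA1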
ZTA DNA inh = blocks Epstein-Barr virus ZTA, an EBNA-1 counter-screen. P03206. inhibition, % at 11 µM. ZTA-DNA binding, fluorescence polarization. AID 2234. 320,000 tested, 0.15% active; in the data active = inhibition above about 33%
PAFAH1B3 FP inh = blocks human PAF acetylhydrolase 1B catalytic subunit 3 | Q15102 | recombinant PAFAH1B3, FP-rhodamine probe, fluorescence polarization | inhibition, % at 3.39 µM | 340,000 tested, 0.28% active;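 active = inhibition above the screen-wide average of all tested compounds plus 3 SD, cut at about 25% in these data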;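 also: 0% = enzyme with DMSO only and 100% = wells lacking PAFAH1B3 protein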
Target sequence (Q15102 whole entry, looked up): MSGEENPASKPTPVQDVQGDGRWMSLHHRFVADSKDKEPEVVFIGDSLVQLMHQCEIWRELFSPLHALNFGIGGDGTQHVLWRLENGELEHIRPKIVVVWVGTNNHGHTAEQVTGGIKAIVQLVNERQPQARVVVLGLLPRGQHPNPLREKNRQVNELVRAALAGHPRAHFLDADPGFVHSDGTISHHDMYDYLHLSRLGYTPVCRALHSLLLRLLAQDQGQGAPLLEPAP
PAFAH2 inh = PAFAH2 (human) inhibition | recombinant PAFAH2, FP-rhodamine activity probe, fluorescence polarization | 340,000 tested, 0.99% active | AID 492956 | inhibition, % at 3.39 µM;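 active = inhibition above the mean over all tested compounds plus 3 SD, cut at about 30% in these data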;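 also: inhibitors block probe labeling of enzyme so polarization drops; 0% = enzyme with DMSO and 100% = wells lacking PAFAH2 protein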
Active calls of the source: *; nt = no result given.

SMILES | EBNA-1 inhibitor | pPAFAH FP inh | LYPLA2 inh | PAFAH1B2 FP inh | PREPL inhibitor | LYPLA1 inh | ZTA DNA inh | PAFAH1B3 FP inh | PAFAH2 inh
Cc1ccc(-c2nn(-c3ccccc3)cc2C(N)=O)o1 | 9 | 8 | -7 | 8 | 0 | -2 | 3 | 10 | 5
O=C1N[C@H](Cc2ccccc2)C(=O)N[C@H]1Cc1cn(S(=O)(=O)c2ccccc2)c2ccccc12 | -6 | 3 | 2 | nt | 0 | -2 | -16 | nt | nt
Cc1c(Cl)cccc1N1C(=O)CC(NNC(=O)c2cccs2)C1=O (stereo unspecified) | -3 | 2 | -2 | 0 | -12 | -4 | -2 | 4 | 0
COc1ccc(OC)c(NC(=O)CNC(c2ccccc2)c2ccccc2)c1 | 1 | 17 | 1 | -2 | 8 | 5 | -15 | 9 | 4
Cn1c(SCC(=O)N2CCCC2)nnc1-c1cccs1 | -14 | 1 | -2 | 4 | 5 | -5 | 0 | 1 | 15
CS(=O)(=O)N(Cc1ccccc1Cl)c1ccc(C(=O)NCc2cccnc2)cc1 | -6 | 1 | 10 | 6 | -1 | 0 | -34 | -4 | -1
Nc1c(C(=O)NCCc2ccccc2)sc2nc(N3CCOCC3)c3c(c12)CCCC3 | -3 | 24 | 2 | 3 | 17 | 1 | -4 | 3 | 2
O=C(Nc1ccc(F)cc1)N(CCCN1CCOCC1)Cc1cc2cc3c(cc2[nH]c1=O)OCCO3 | 11 | 6 | 3 | 0 | 12 | 1 | -2 | 2 | 5
Brc1ccc(OCc2ccccc2)c(CNCC2CCCO2)c1 (stereo unspecified) | -10 | 4 | 10 | -3 | -5 | 3 | -1 | 5 | -5
O=C(NCc1nnc(SCC(=O)N2CCN(c3ccccc3)CC2)o1)c1ccco1 | 8 | 3 | -4 | -3 | -25 | -1 | 0 | 1 | -3
COc1ccc(C2/C(=C(/O)c3ccccc3)C(=O)C(=O)N2C)cc1 (stereo unspecified) | -1 | 0 | 5 | 2 | -1 | 0 | -8 | 7 | -10
O=C(Nc1ccc(Br)cc1Cl)N1CCOCC1 | 0 | 2 | -3 | 3 | 5 | 0 | 10 | 13 | 7
COC(=O)CSc1nc(C)c(Oc2ccccc2)c(=O)[nH]1 | 2 | 6 | 6 | -3 | -11 | 4 | -19 | 2 | -1
CCOC(=O)c1sc2nc(N3CCCC3)c3c(c2c1N)CC(C)(C)OC3 | 4 | 9 | -1 | -2 | 10 | -2 | 13 | 8 | 10
CCCOC(=O)c1ccc(N2C(=O)c3ccccc3C2=O)cc1 | -3 | 8 | 4 | 1 | 1 | 1 | -3 | -1 | -7
CCC1CCCCN1CCCNC(=O)c1ccc(CS(=O)(=O)c2ccccc2C)o1 (stereo unspecified) | 14 | 1 | 4 | -1 | -7 | -1 | 7 | 5 | 13
O=C(O)CC(CC(=O)Nc1ccc(Oc2ccccc2)cc1)c1ccccc1 (stereo unspecified) | 4 | 10 | 6 | 11 | -1 | 2 | 1 | 8 | 0
CC(C)(C)c1ccc(S(=O)(=O)O/N=C2/CCCCC2c2ccc([N+](=O)[O-])cc2[N+](=O)[O-])cc1 (stereo unspecified) | 5 | 4 | -1 | 13 | 2 | 1 | 3 | 7 | 0
COc1ccc2occ(C(=O)c3ccccc3)c2c1 | 2 | 6 | 4 | -1 | 14 | 1 | 22 | 7 | 0
O=c1[nH]c(=O)n(CCO)c2nnn(Cc3ccccc3)c12 | 6 | -4 | 2 | 0 | 0 | 0 | -7 | 10 | 0
Cc1[nH]c2ccc(Br)cc2c(=O)c1CN1CCOCC1 | 4 | 4 | 14 | 1 | 5 | 1 | -21 | 2 | -4
O=C(Nc1ccccc1N1CCN(C(=O)c2ccccc2)CC1)c1cc(Br)ccc1Cl | -4 | 8 | 3 | -1 | 12 | -2 | -7 | 5 | 0
N#CC1=C(N)Oc2c(oc(CO)cc2=O)C1c1ccccc1[N+](=O)[O-] (stereo unspecified) | 7 | 5 | 6 | nt | 13 | 2 | -20 | nt | nt
COc1ccc(S(=O)(=O)NC(C)C(=O)Nc2ccc3c(c2)OCCO3)cc1OC (stereo unspecified) | -2 | 3 | 4 | -2 | -1 | 2 | -1 | -2 | 7
COc1cccc(C(=O)NCCSCc2c(F)cccc2Cl)c1 | 2 | -8 | -4 | 1 | 2 | -5 | 6 | 7 | 1
O=C(O)C(Cc1c[nH]c2ccccc12)N1Cc2ccccc2C1=O (stereo unspecified) | 6 | 4 | -7 | -4 | 5 | -3 | 6 | 11 | -5
Cc1c(O)nc2ccccn2c1=O | 0 | 5 | -10 | nt | -1 | -3 | -11 | nt | nt
CC1CCN(C(=O)c2ccc(NS(=O)(=O)c3cccc4cccnc34)cc2)CC1 | 18 | 3 | 6 | 2 | 1 | 1 | 9 | 3 | 0
CCCc1cc(=O)oc2cc(OCC(=O)NCCCn3ccnc3)ccc12 | -13 | -6 | -5 | 2 | 20 | -2 | -3 | 3 | 0
O=[N+]([O-])c1ccccc1S(=O)(=O)NCc1ccco1 | 2 | 0 | 1 | nt | -10 | 0 | 5 | nt | nt
COC(=O)C1CSC2c3ccccc3C(=O)N12 (stereo unspecified) | 7 | -2 | 1 | 4 | -11 | 0 | -6 | 2 | -3
O=C(O)CSCC(=O)Nc1ccc(Br)c(C(F)(F)F)c1 | 11 | 2 | -1 | nt | -2 | -1 | 1 | nt | nt
C/C(=N/N1CCN(c2ccccc2)CC1)c1cccc([N+](=O)[O-])c1 | 15 | 5 | -6 | 3 | 11 | -3 | 13 | 7 | 12
CC(NC(=O)C[n+]1cccc(Br)c1)c1ccccc1 (stereo unspecified) | 1 | 4 | 0 | 6 | -12 | 1 | 1 | 3 | 1
Cn1c2c(c(=O)n(C)c1=O)C(NC(=O)c1cccs1)(C(F)(F)F)C(=O)N2 (stereo unspecified) | 6 | 0 | 3 | -3 | 13 | 2 | 1 | 3 | 9
CCc1nnc(NC(=O)CN2CCN(c3cccc(OC)c3)CC2)s1 | 0 | 0 | 0 | -4 | 11 | -1 | 2 | 4 | 1
O=C(CN1C(=O)CSC1=O)c1ccccc1 | 1 | -1 | -2 | 14 | -6 | -2 | 3 | 4 | -6
COc1ccc(OC)c(Nc2ncnc3sc(-c4ccccc4)cc23)c1 | 10 | 16 | -4 | 4 | 28 | 0 | 10 | 9 | -10
Cc1[nH]c2ccccc2c(=O)c1CN1CCCCCC1 | 1 | -2 | 5 | 4 | 10 | 0 | -8 | 6 | -1
CCOC(=O)[C@@H]1[C@H]2COc3ccccc3[C@H]2N2C(=O)N(c3ccc(Cl)cc3)C(=O)[C@@]12C | 4 | -4 | -11 | 2 | -88 | -3 | 4 | -1 | -4
CNC(=O)/C(C#N)=C/c1c(N2CCN(C)CC2)nc2c(C)cccn2c1=O | -7 | -1 | -12 | 3 | -7 | -5 | 6 | -2 | -6
CC1CCCN(S(=O)(=O)c2ccc(S(=O)(=O)N3CCC4(CC3)OCCO4)cc2)C1 (stereo unspecified) | -9 | 7 | -7 | -2 | 3 | -2 | 4 | 0 | -8
Cc1ccc(C)c(NCc2n[nH]c(=S)n2-c2ccccc2)c1 | -3 | -1 | 1 | -1 | 15 | -2 | -10 | -1 | -2
CC(=O)NC(=S)NNC(=O)C(c1ccccc1)c1ccccc1 | 2 | 3 | 11 | 7 | 1 | 5 | -11 | -3 | 6
O=C(Nc1ccn(-c2ccccc2)n1)c1ccc(Cl)cc1 | -15 | -8 | -16 | 4 | -1 | -11 | -1 | -6 | -6
CCOc1ccc(N(CC(=O)Nc2ccccc2C)S(=O)(=O)c2c(C)noc2C)cc1 | 18 | 7 | -3 | 3 | -18 | 0 | 9 | 10 | -6
O=C(C1=C(O)C(=O)N(CC2CCCO2)C1c1ccccc1)c1ccco1 (stereo unspecified) | 2 | -4 | 1 | 1 | -9 | 0 | -4 | 6 | -6
CC(C)(Oc1ccc(Cl)cc1)C(=O)Nc1ccc(S(=O)(=O)Nc2ncccn2)cc1 | 11 | 11 | 9 | 5 | -10 | 4 | 0 | 3 | -4
COc1cc(NS(=O)(=O)c2ccc(-c3ccc(=O)[nH]n3)o2)cc(OC)c1OC | -2 | 6 | 2 | -7 | -2 | -3 | 2 | 2 | 6
N=c1c(C(=O)NCc2ccc(F)cc2)cc2c(=O)n3ccccc3nc2n1Cc1ccco1 | 14 | 17 | -10 | 2 | 25 | -6 | 1 | 1 | 18

New compounds follow.
SMILES | EBNA-1 inhibitor | pPAFAH FP inh | LYPLA2 inh | PAFAH1B2 FP inh | PREPL inhibitor | LYPLA1 inh | ZTA DNA inh | PAFAH1B3 FP inh | PAFAH2 inh
O=C(CCC(=O)Nc1ccc(Br)cc1)N/N=C/c1ccccc1F | -11 | 4 | 3 | 13 | -10 | -2 | 6 | 0 | -4
O=c1c(Cl)c(N/N=C/c2ccc(Cl)cc2)cnn1-c1ccccc1 | 2 | 6 | -7 | 0 | -15 | -8 | 2 | -2 | 0
CCOC(=O)C1=C(CSc2nncn2C)NC(=O)NC1c1cc(OCC)ccc1OCC (stereo unspecified) | 4 | 4 | -8 | 5 | 3 | -5 | 4 | 6 | 1
OCCC1CN(Cc2cccc(C(F)(F)F)c2)CCN1Cc1ccccc1 (stereo unspecified) | -5 | 1 | -7 | 4 | 18 | 0 | 21 | 1 | 1
O=S1(=O)c2cccc3cccc(c23)N1CCBr | 3 | 5 | 7 | -3 | 3 | 1 | -9 | 2 | 4
Cc1oc2cc(O)ccc2c(=O)c1N1C(=O)c2ccccc2C1=O | 9 | 5 | -1 | 1 | -5 | -1 | 20 | 3 | -2
O=C(CN1C(=O)CSc2ncccc21)Nc1ccccc1F | 6 | 0 | 14 | 0 | -3 | 0 | 6 | 7 | 0
CCCNS(=O)(=O)c1ccc(NC(=O)c2cccnc2)cc1 | 5 | 2 | 0 | 1 | -4 | -2 | 5 | 6 | 2
C=CCn1c(=O)c2ccccc2n2c(SCC(=O)Nc3cc(C)on3)nnc12 | -3 | 4 | -4 | 0 | 0 | -3 | -3 | -2 | 3
CCCCC(=O)Nc1ccc(NC(=O)c2cnccn2)cn1 | 7 | -3 | -2 | 0 | 4 | 1 | -7 | 2 | 0
CC(C)(C)NC(=O)NC(=O)CSc1ncc(C(F)(F)F)cc1Cl | -6 | 13 | 2 | 2 | 9 | 5 | 1 | -3 | 6
CSc1ccc(CN2CCC(Oc3ccc(C(=O)N4CCCC4)cc3)CC2)cc1 | 7 | 6 | 12 | 1 | 20 | -3 | 9 | 9 | 3
CC1CN(C(=O)c2ccccc2OCc2ccccc2Cl)CC(C)O1 (stereo unspecified) | nt | -2 | -2 | 2 | 19 | 0 | 5 | -1 | 12
COc1ccc(-c2nnc(SCc3ccccc3)n2N)cc1 | 10 | 5 | -4 | -2 | 0 | -1 | 8 | 1 | -8
CCCCc1ccc(NC(=O)CSCc2cc(=O)[nH][nH]2)cc1 | 5 | 36* | -5 | 9 | 0 | -5 | 3 | -1 | -4
COc1cccc(N2C(=O)CC(c3c[nH]c4ccccc34)C2=O)c1 (stereo unspecified) | -4 | 2 | -4 | -4 | -1 | -5 | -1 | 15 | -12

Shown with values under each structure: 3 of the compounds above.
Screens in order: EBNA-1 inhibitor	pPAFAH FP inh	LYPLA2 inh	PAFAH1B2 FP inh	PREPL inhibitor	LYPLA1 inh	ZTA DNA inh	PAFAH1B3 FP inh	PAFAH2 inh
CC1CN(C(=O)c2ccccc2OCc2ccccc2Cl)CC(C)O1 (stereo unspecified)
 : nt	-2	-2	2	19	0	5	-1	12
COc1ccc(-c2nnc(SCc3ccccc3)n2N)cc1
 : 10	5	-4	-2	0	-1	8	1	-8
CCCCc1ccc(NC(=O)CSCc2cc(=O)[nH][nH]2)cc1
 : 5	36*	-5	9	0	-5	3	-1	-4

An excerpt. The share of hits here may be higher or lower than overall.
